Screening data from PubChem.
esBAF inh: Bmi1 luciferase reporter increase in mESCs, primary screen, esBAF inhibitor project, mouse ES cells, Bmi1 luciferase knock-in, single point. 24 h; 100% = twice the neutral-well signal. reporter increase, % at 12.5 µM. 2% of 350,000 active. AID 602393, 2012; in the data active means activation above about 40%; inconclusive means no clear call, values can overlap the other calls;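 further: 0% = median of the plate's neutral control wells and 100% = double that signal; a rise in the Bmi1 reporter signal indicates esBAF inhibition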
E-selectin induc: E-selectin induction in HUVECs, primary screen, imaging, HUVEC, immunofluorescence imaging, single point | normalized: neutral wells 0, TNF-alpha wells 100 | activation, % at 7.58 µM | 0.37% of 260,000 active;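 active means mean E-selectin-positive cell signal at least 10% of the positive control, reached in at least 60% of replicates, without over 20% cell loss; inconclusive means no rule given, readout overlaps actives, possibly toxicity-flagged; inactive means the rest, including those meeting only one limit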;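 further: in these data hits start at about 27%; measured in HUVEC primary endothelial cells; signal is the percent of cells scored E-selectin positive by PE staining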
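Read-out basis: % PE-positive cells; Test system: HUVEC primary endothelial cells; Technique: immunofluorescence imaging; Dosing: single-point compound dose.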
RAD52 inh: RAD52 DNA annealing inhibitors, primary screen, biochemical, FRET, single point, set 2; inhibition, % at 18.7 µM; AID 651710, 2012; 0.46% of 360,000 active; recombinant RAD52 DNA annealing, FRET fluorescence;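 active means every replicate showing at least 50% inhibition; inconclusive means mean inhibition at least 50% but not in every replicate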
Target sequence (P43351 whole entry, looked up): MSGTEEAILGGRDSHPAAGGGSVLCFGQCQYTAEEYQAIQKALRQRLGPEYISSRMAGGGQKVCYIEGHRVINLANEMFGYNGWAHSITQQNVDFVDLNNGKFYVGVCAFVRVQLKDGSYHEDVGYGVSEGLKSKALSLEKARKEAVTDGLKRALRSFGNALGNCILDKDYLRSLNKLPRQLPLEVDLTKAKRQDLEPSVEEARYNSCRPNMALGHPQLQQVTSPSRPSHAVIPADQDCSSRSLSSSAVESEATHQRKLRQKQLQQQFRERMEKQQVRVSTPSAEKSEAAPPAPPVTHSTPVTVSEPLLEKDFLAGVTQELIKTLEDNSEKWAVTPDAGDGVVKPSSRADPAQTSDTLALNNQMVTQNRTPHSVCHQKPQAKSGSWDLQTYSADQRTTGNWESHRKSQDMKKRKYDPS
ERp5 inh: inhibitors of ERp5-driven insulin aggregation, primary screen, biochemical, turbidity, absorbance 650 nm, single point; Protein disulfide-isomerase A6 (Homo sapiens), Q15084; 90 min; inhibition, % at 9.99 µM; 0.05% of 350,000 active; AID 651711, 2012;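 active means mean replicate inhibition above about 25%, with every replicate also reaching it, limit read from the data, passing the limit was not always enough; inconclusive means only one of those two criteria met; inactive means neither criterion met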
Target sequence (Q15084 whole entry, looked up): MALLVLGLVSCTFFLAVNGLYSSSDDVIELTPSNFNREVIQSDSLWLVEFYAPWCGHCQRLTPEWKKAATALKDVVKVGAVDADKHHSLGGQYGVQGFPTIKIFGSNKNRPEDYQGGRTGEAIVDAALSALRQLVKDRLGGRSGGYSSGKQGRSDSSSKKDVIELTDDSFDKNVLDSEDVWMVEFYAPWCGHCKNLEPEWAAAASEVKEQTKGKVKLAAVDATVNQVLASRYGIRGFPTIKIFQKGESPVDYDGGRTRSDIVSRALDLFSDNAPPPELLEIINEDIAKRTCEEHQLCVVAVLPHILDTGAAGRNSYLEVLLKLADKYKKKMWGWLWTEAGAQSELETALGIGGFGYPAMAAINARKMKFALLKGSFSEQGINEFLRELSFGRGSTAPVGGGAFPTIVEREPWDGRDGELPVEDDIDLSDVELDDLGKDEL
PglD inh: C. jejuni PglD acetyltransferase inhibitors, primary screen, biochemical, DTNB colorimetric, single point. purified PglD enzyme, DTNB colorimetric CoA detection. inhibition, % at 12.5 µM. UDP-N-acetylbacillosamine N-acetyltransferase PglD (Campylobacter jejuni). 0.098% of 360,000 active; in the data active means inhibition above about 16%, passing the limit was not always enough; inconclusive means no clear call, values can overlap the other calls; further: strong numbers were not always called active
RAD54 inh: inhibitors of human RAD54 branch migration, primary screen, biochemical, fluorescence, single point | inhibition, % at 10.4 µM | DNA repair and recombination protein RAD54-like (Homo sapiens), Q92698 | 0.14% of 360,000 active | RAD54 Holliday junction branch migration, FAM/BHQ fluorescence;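 active means mean normalized replicate activity at least 40 and at least half of replicates scoring 40 or more; inconclusive means only one of the two criteria met; inactive means mean below 40 and under half of replicates reaching 40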;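 further: 0% = median of neutral control wells and 100% = median of positive control wells; inhibitors cause a drop in the FAM fluorescence signal; in these data hits start at about 50%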
ARNT TACC3 PPI: disruptors of ARNT/TACC3 protein interaction, primary screen, biochemical, AlphaScreen, single concentration; 0.66% of 390,000 active; AlphaScreen His-ARNT PAS-B/GST-TACC3 binding, luminescence; TACC3 fragment carries E629A point mutation; AID 623870, 2012; inhibition, % at 9.99 µM; Transforming acidic coiled-coil-containing protein 3 (Homo sapiens), Q9Y6A5;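 active means mean inhibition of replicates at least 50% and at least half of replicates each reaching 50%; inconclusive means half or more replicates reach 50% but mean below 50%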;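 further: 0% = complete ARNT plus TACC3 wells and 100% = ARNT alone without TACC3; many hits fall short of the cut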
Casp6 inh: human caspase-6 inhibitors, primary screen, biochemical, VEID-R110 fluorescence, single point, set 2; P55212; purified caspase-6, Z-VEID-R110 cleavage fluorescence; inhibition, % at 12.5 µM; 0.53% of 350,000 active; AID 686996, 2013;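 active means mean inhibition across replicates at least about 35%, with every replicate also reaching that limit, limit read from the data; inconclusive means only one of the two criteria met; inactive means neither criterion met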;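 further: 0% = median of neutral control wells and 100% = no fluorescence left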
* hit, by the source's call; ? = inconclusive; . = not tested or not shown; & = joins results of further samples.

SMILES | esBAF inh | E-selectin induc | RAD52 inh | ERp5 inh | PglD inh | RAD54 inh | ARNT TACC3 PPI | Casp6 inh
NC(=S)N=Nc1c(O)[nH]c2c(Cl)cc(Cl)cc12 | -9 | 0.0 | -6 | 1 | -8 | 5 | 2 | 0
CCOc1ccc(NC(=O)N(Cc2ccc(C)cc2)Cc2ccccn2)cc1 | 3 | -0.1 | -13 | -1 | -1 | -4 | 5 | 1
CCOc1ccccc1C=C1CCc2ccccc2C1=O | 32 | -0.2 | -5 | -13 | -1 | -6 | . | -2
C#CCN(CC=C)C(=O)C1CCC(=O)N(CCCc2ccccc2)C1 (stereo unspecified) | 6 | . | 5 | 5 | -3 | -2 | -3 | -3
CCc1cccc2c1NC(=O)[C@]21[C@@H]2C(=O)N(Cc3ccccc3)C(=O)[C@@H]2[C@@H]2CCCN21 | 4 | . | . | . | 2 | 6 | -3 | .
Cc1cc(C(=O)N2CC=C(c3ccccc3)CC2)c2ccccc2n1 | -58 | . | -20 | -3 | . | . | . | -1
Cc1ccc(C)c(OCC(=O)Nc2ccc(S(=O)(=O)Nc3ncccn3)cc2)c1 | 3 | . | -25 | 0 | 4 | -6 | . | 0
CC(NC(=O)CNC(=O)C(Cc1ccccc1)NC(=O)OCc1ccccc1)C(N)=O (stereo unspecified) | . | -1.2 | -8 | -8 | . | . | -1 | -1
C[C@H](CO)N1C[C@H](C)[C@@H](CN(C)S(=O)(=O)c2cccs2)Oc2ccc(NS(=O)(=O)c3cn(C)cn3)cc2CC1=O | -5 | 0.0 | 7 | 2 | 1 | -4 | 4 | .
COc1ccccc1C(=O)N1CCN(CCc2ccccc2)CC1 | -6 | . | . | . | -1 | 7 | -2 | .
COc1ccc(C(=O)N2CC3(CC(c4cccc(NC(=O)CC(c5ccccc5)c5ccccc5)c4)=NO3)C[C@H]2C(N)=O)cc1 (stereo partly specified) | 5 | 0.7 | -14 | -1 | 6 | -1 | -14 | -4
CC[C@@H]1C=C(C(=O)O)[C@H](c2ccc(C#N)cc2)N1S(=O)(=O)c1ccc(C)cc1 | -2 | . | -1 | 0 | 5 | -2 | -2 | 1
COc1ccc(NC(=O)CN2C(=O)C3CC=CCC3C2=O)cc1Cl (stereo unspecified) | 7 | . | -43 | 0 | -5 | 2 | . | 1
O=C(c1ccc(Br)c(S(=O)(=O)N2CCOCC2)c1)N1CCN(C/C=C/c2ccccc2)CC1 | -6 | . | -7 | 0 | 6 | -1 | 8 | -1
CCOc1ccccc1C(=O)NC1CC2CCCC(C1)N2Cc1nnnn1Cc1ccco1 (stereo unspecified) | 12 | -0.5 | . | . | -6 | 2 | 0 | .
COC(=O)C(CC(C)C)NC(=O)CSc1nc(-c2ccccc2)c(C#N)c(=O)[nH]1 (stereo unspecified) | -6 | . | . | . | 1 | -10 | -8 | .
O=C(C[C@@H]1CC[C@@H](NC(=O)Nc2cccc(F)c2)[C@@H](CO)O1)NCC1CC1 | 2 | -0.3 | -2 | 2 | -1 | -4 | 1 | 0
O=C(c1ccccc1)N1CC[C@H]2[C@H](CO)Nc3ccc(C#Cc4ccccc4F)cc3[C@H]21 | . | 0.8 | -17 | -1 | . | . | . | -2
CCC(=O)NC(c1cccs1)c1cc(Cl)c2ccccc2c1O (stereo unspecified) | 2 | -0.1 | -8 | 1 | -3 | 7 | 1 | -3
C[C@@H]1CN([C@@H](C)CO)C(=O)c2cc(-c3cccc(F)c3)cnc2O[C@H]1CN(C)C(=O)c1ccccn1 | 5 | -0.3 | 6 | 3 | -2 | 5 | 1 | 2
COc1ccc(/C=N/Nc2cc(C)nc3ccccc23)cc1 | 9 | 0.9 | 91* | 1 | -9 | 97* | 21 | -6
C[C@H](CO)N1C[C@H](C)[C@H](CN(C)S(=O)(=O)c2ccc(C#N)cc2)Oc2ncc(-c3ccccc3)cc2C1=O | 4 | 0.1 | 12 | -2 | -1 | 4 | 1 | -6
Cc1ccsc1C(=O)OC1CCOC1=O (stereo unspecified) | -10 | . | . | . | 0 | 12 | -1 | .
CC(=O)NC(c1ccc(F)c(F)c1)c1nc(-c2cc3ccccc3o2)cs1 (stereo unspecified) | -1 | 2.0 | -10 | -1 | 0 | 1 | . | 0
CC(=O)NC(CC(=O)N(C)Cc1c(F)cccc1Cl)c1ccccc1 (stereo unspecified) | -3 | 2.5 | -11 | 1 | 4 | 4 | 0 | -6
Next section:
SMILES | esBAF inh | E-selectin induc | RAD52 inh | ERp5 inh | PglD inh | RAD54 inh | ARNT TACC3 PPI | Casp6 inh
CCNC(=O)C1CCCN(C(=O)c2ccc3snnc3c2)CC1 (stereo unspecified) | -3 | 0.0 | -11 | -2 | -1 | 14 | . | -3
Cc1ccc(N=C2NC(=O)c3cccc([N+](=O)[O-])c32)cc1 | . | -1.9 | -16 | ? | . | . | -2 | -1
CCOC(=O)C1=C(CS(=O)(=O)c2ccc(Cl)cc2)NC(=O)NC1c1ccc(O)c(OC)c1 (stereo unspecified) | -5 | 0.3 | -11 | 2 | 2 | 11 | 1 | -1
C[C@H](CO)N1C[C@H](C)[C@@H](CN(C)S(C)(=O)=O)Oc2c(NC(=O)Nc3ccccc3)cccc2C1=O | 2&0 | -12&-0.1 | 11&-8 | 1&2 | -7&8 | -7&1 | -8&-4 | -1&-3
Cn1cc(-c2cccc(Cl)c2)cc(C#N)c1=O | . | . | -10 | 6 | . | . | 1 | -1
COc1ccc2c3c(n(C)c2c1)[C@H](CO)N(C(C)=O)CC31CN(C(=O)c2cnccn2)C1 | . | 0.5 | 5 | -1 | . | . | . | 1
O=S(=O)(c1ccc(N2CCCCCC2)nc1)N1CCCC1 | 11 | . | -13 | -1 | . | . | -5 | 0
CC(=O)C1N=NCC1c1ccccc1 (stereo unspecified) | 0 | 0.0 | -81 | 6 | -3 | -4 | -2 | -4
O=C(CSCc1ccccc1)Nc1cccc(C(=O)Nc2ccccc2C(=O)O)c1 | 4 | . | . | . | 1 | -7 | -4 | .
CCNC(=O)C[C@@H]1CC[C@@H]2[C@@H](COc3ccc(NC(=O)Nc4c(C)noc4C)cc3C(=O)N2C)O1 | -2 | 0.0 | -15 | 2 | 1 | -8 | -6 | 0
CCOC(=O)c1c(C)nsc1NCc1ccccc1 | . | . | -11 | -3 | . | . | 2 | -1
Cc1ccc(N(C(=O)c2snc(C(N)=O)c2N)C(C(=O)NCCC(C)C)c2ccco2)cc1 (stereo unspecified) | . | 0.1 | 5 | -6 | . | . | -6 | -3
O=S(=O)(c1cccc(-c2csc(-c3ccccc3)n2)c1)N1CCOCC1 | 12 | . | . | . | -11 | -3 | -5 | .
CC(=O)Nc1ccc(S(=O)(=O)Nc2ccc(N3CCOCC3)c(F)c2)cc1 | 1 | . | . | . | 5 | 2 | -18 | .
COC(=O)C(C)SC1=N/C(=C/c2ccc(-n3cncn3)cc2)C(=O)N1 (stereo unspecified) | -5 | 2.2 | -18 | -1 | -2 | 1 | 4 | -6
O=C(c1cncc(Br)c1)N1CCN(c2ccc([N+](=O)[O-])cc2)CC1 | . | -1.7 | -19 | 3 | . | . | 1 | 1
C/C=C/c1cnc2c(c1)C(=O)N([C@H](C)CO)C[C@@H](C)[C@H](CN(C)CC1CCOCC1)O2 | -3 | 0.0 | -5 | 4 | -1 | 4 | -10 | 4
CCc1cc2c(NC(Cc3c[nH]c4ccccc34)C(=O)O)nc(C)nc2s1 (stereo unspecified) | . | -0.2 | -8 | 2 | . | . | -4 | 0
CCc1[nH]nc2c1C(C1C=CCCC1)C(C#N)=C(N)O2 (stereo unspecified) | . | . | -10 | 0 | . | . | -1 | 5
COc1ccc2c(c1OC)c(=O)n1c3ccc(OC(C)C(=O)NCCN4CCOCC4)cc3c3ccnc2c31 (stereo unspecified) | 6 | . | 66* | 4 | -5 | 97* | 9 | -4
Cc1ccc(S(=O)(=O)N2CCCC(c3nnc4n3-c3ccccc3SC4)C2)cc1 (stereo unspecified) | 13 | . | . | . | 3 | 1 | -4 | .
Cc1cccn2c(=O)c3cc(C(=O)NCc4ccco4)c(=N)n(C4CCCC4)c3nc12 | 3 | -0.2 | -15 | -3 | -3 | 33 | . | 3
COC(=O)C1=C(C)N(CCCC(=O)O)C(=O)NC1c1ccccc1Cl (stereo unspecified) | 3 | -0.2 | -11 | 4 | 2 | -7 | -4 | -4
CC1CCN(S(=O)(=O)c2ccc(C(=O)OC(C)C(=O)NC3CCCCC3C)cc2)CC1 (stereo unspecified) | -8 | -0.4 | -2 | -5 | 1 | -12 | 2 | -4
O=C1CC(C(F)(F)F)=NN1 | . | -0.1 | -15 | 6 | -1 | -6 | 2 | -1

Single records (already shown). Order of screens: esBAF inh | E-selectin induc | RAD52 inh | ERp5 inh | PglD inh | RAD54 inh | ARNT TACC3 PPI | Casp6 inh
CC(=O)C1N=NCC1c1ccccc1 (stereo unspecified) across the screens: 0 | 0.0 | -81 | 6 | -3 | -4 | -2 | -4
Cn1cc(-c2cccc(Cl)c2)cc(C#N)c1=O across the screens: . | . | -10 | 6 | . | . | 1 | -1
CCNC(=O)C[C@@H]1CC[C@@H]2[C@@H](COc3ccc(NC(=O)Nc4c(C)noc4C)cc3C(=O)N2C)O1 across the screens: -2 | 0.0 | -15 | 2 | 1 | -8 | -6 | 0
Cc1ccc(S(=O)(=O)N2CCCC(c3nnc4n3-c3ccccc3SC4)C2)cc1 (stereo unspecified) across the screens: 13 | . | . | . | 3 | 1 | -4 | .

(listing goes on)
SMILES | esBAF inh | E-selectin induc | RAD52 inh | ERp5 inh | PglD inh | RAD54 inh | ARNT TACC3 PPI | Casp6 inh
CC(C)C(OC(=O)C1CCCO1)C(=O)NC1CCCC1 (stereo unspecified) | -1 | . | . | . | 1 | 2 | -3 | .
O=C(Cn1cc([N+](=O)[O-])ccc1=O)N1CCc2ccccc21 | 3 | 3.9 | -7 | 6 | . | . | . | 1
Cc1ccc(CNc2oc(COc3ccccc3Cl)nc2C#N)cc1 | -4 | . | . | . | 0 | -10 | 6 | .
Cc1nnsc1C(=O)NNS(=O)(=O)c1cc(C(F)(F)F)cc(C(F)(F)F)c1 | -2 | 0.1 | -4 | 1 | . | . | -8 | -1
COc1cccc(S(=O)(=O)N2C[C@H](O)COC[C@@H]3O[C@H](CC(=O)N4CCCCC4)CC[C@H]32)c1 | 2 | 0.0 | 4 | -2 | -4 | -5 | -7 | 3
CCN(C(=O)CN1C(=O)NC(c2ccccc2)(c2ccc(C)c(C)c2)C1=O)C1CCS(=O)(=O)C1 (stereo unspecified) | 4 | . | -30 | -2 | 1 | -11 | 8 | 3
CC(C)NC(=O)N(C)C[C@H]1Oc2cc(C#Cc3cccc(F)c3)ccc2S(=O)(=O)N([C@@H](C)CO)C[C@H]1C | -1 | -1.9 | 14 | -2 | -1 | -1 | -3 | 0
CC(=O)Nc1ccc(NC(=O)C(=O)c2cn(CC(=O)N3CCCC3)c3ccccc23)cc1 | 3 | . | -10 | 4 | 2 | -5 | -6 | -4
CC(=O)c1ccc(OC(=O)Oc2ccc(C(C)=O)cc2)cc1 | . | 0.0 | -5 | 0 | . | . | -7 | 0
C[C@H](CO)N1C[C@H](C)[C@H](CN(C)Cc2ccncc2)Oc2ccc(N(C)C)cc2CC1=O | -21 | -0.1 | 6 | -1 | 2 | -7 | -2 | 0
